Compound activity as filed in PubChem BioAssay.
PNC inhibitor = inhibitors of perinucleolar compartment assembly. activity change (PNC), negative = inhibition, % at 10 µM. AID 2417. hit rate 3.1% among 140,000. PC3M PTB-GFP, PNC prevalence imaging, 16 h; stronger effect = lower value;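 active means readout at or below -70, meaning at least 70% loss of cells showing the perinucleolar compartment, a nuclear body marking cancer cells; inconclusive means readout between -30 and a set limit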;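 further: plate controls were DMSO wells for no effect and camptothecin positive control wells for full effect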
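PC3M cells stably expressing PTB-GFP, 750–1000 cells/well, treated 16 h at 37 °C with compound (23 nl of library stock), in duplicate. After paraformaldehyde fixation and Hoechst stain, imaged at 20x; PNC prevalence scored by image analysis.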
ALOX15B inhib = blocks human 15-lipoxygenase 2 activity. Potency, µM (doses to about 57.1 µM), without a hit: at the highest dose activity change, negative = inhibition, actives largely listed as inhibitors. hit rate 0.56% among 110,000. O15296. purified 15hLO-2, xylenol orange hydroperoxide absorbance; further: potency means the concentration at half of the fitted maximal effect; nearly all actives have a fitted effect of over 60% in size; many of its hits are not listed in these tables
Target sequence (O15296 whole entry, looked up): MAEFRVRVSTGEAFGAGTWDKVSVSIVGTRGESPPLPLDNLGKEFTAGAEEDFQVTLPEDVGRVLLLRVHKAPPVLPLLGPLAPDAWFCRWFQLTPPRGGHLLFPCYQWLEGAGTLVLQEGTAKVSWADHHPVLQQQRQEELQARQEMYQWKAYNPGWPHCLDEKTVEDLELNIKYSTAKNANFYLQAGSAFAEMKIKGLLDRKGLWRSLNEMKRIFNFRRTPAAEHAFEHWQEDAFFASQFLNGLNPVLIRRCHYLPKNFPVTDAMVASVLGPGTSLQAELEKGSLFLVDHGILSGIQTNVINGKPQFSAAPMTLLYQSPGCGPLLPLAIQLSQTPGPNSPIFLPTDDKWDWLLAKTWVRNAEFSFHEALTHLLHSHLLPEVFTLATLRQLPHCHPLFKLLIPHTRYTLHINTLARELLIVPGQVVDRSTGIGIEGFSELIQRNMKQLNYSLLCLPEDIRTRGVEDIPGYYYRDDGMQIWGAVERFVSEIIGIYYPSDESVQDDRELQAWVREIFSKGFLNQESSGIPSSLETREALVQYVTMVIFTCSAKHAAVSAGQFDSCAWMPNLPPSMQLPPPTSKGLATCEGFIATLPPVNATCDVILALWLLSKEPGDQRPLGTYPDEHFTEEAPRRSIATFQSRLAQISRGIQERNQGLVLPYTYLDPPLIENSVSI
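Purified human 15hLO-2 (50 nM) preincubated 15 min with compound, then 45 uM arachidonic acid for 90 min at RT in 25 mM Hepes pH 7.5, 0.01% Triton X-100. Hydroperoxide detected by Fe-xylenol orange; 573/405 nm absorbance ratio.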
IMPase cell inh = IMPase inhibition in cells. P97697. CHO-M1 cells, IP1 accumulation, HTRF TR-FRET ratio. inhibition (IP1 accumulation), % at 46.1 µM. 120,000 tested, under 10 active. AID 901; active means well fitted curve in the direction sought with a large enough effect in the signal ratio, not every such curve was filed as active; inconclusive means small, poorly fitted or top-dose-only effect, or a change in a side signal; inactive means no such curve, though single readings can be large or run the other way; the % refers to the signal ratio;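 further: cells stimulated with carbachol in lithium chloride buffer; plate controls were DMSO basal wells for no effect and reference inhibitor wells for full effect; higher means more IMPase inhibition seen as more IP1 and lower FRET ratio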
Target sequence (P97697 whole entry, looked up): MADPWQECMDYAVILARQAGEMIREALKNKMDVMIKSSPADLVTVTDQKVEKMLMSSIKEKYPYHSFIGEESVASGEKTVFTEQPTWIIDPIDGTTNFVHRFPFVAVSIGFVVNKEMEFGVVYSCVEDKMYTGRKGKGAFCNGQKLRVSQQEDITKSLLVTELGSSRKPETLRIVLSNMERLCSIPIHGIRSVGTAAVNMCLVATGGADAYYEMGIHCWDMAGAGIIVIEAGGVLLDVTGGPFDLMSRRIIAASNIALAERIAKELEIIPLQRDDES
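In this qHTS, compounds (final up to 46 uM) act on CHO-M1 cells that are then activated through the M1 receptor with carbachol, in pH 7.4 buffer containing 50 mM LiCl, for 30 min. IP1 accumulation is quantified by the IP-One immunoassay.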
12-hLO inh = blocks human 12-lipoxygenase activity; P18054; purified 12-hLO, xylenol orange hydroperoxide absorbance; Potency, µM (highest dose often 57.1 µM), for inactives: top-dose activity change, negative = inhibition, actives largely listed as inhibitors; hit rate 0.12% among 150,000; further: potency means the concentration at half of the fitted maximal effect; nearly all actives have a fitted effect of over 55% in size; many of its hits are not listed in these tables
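Hydroperoxide formation by human 12-lipoxygenase from 40 uM arachidonic acid was followed colorimetrically via ferric-xylenol orange complex, using the 573/405 nm absorbance ratio. Enzyme concentration was 150 nM, with 30 min reaction at room temperature.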
Starred values were filed as active, the others as inactive; ? = inconclusive; · = no result given; [ ] = remark or other dose. Unless noted, the call rests on the fitted dose curve; in most records, active means well fitted curve in the direction sought with a large enough effect; inconclusive means small, poorly fitted or top-dose-only effect, or another doubt; inactive means no such curve, though single readings can be large; an effect the other way counts as inactive or inconclusive. Unless noted, on the % scale 0 is the no-effect control and ±100 the full control effect. These rows are one share of the data. The share of hits here may be higher or lower than overall.

SMILES | PNC inhibitor | ALOX15B inhib | IMPase cell inh | 12-hLO inh
Cc1cc(C)nc(SCC(=O)c2ccc(O)cc2O)n1 | -92* | 3% | 1 | 1%
COc1ccc(S(=O)(=O)N2CCCCC2)cc1 | 3 | -4% | ? | -3%
O=C(Oc1ccc2ccc(=O)oc2c1)N1CCOCC1 | -19 | -5% | -8 | 0%
Cc1noc(C)c1C(=O)N1CCC[C@@]2(CCN(c3ccccn3)C2)C1 | · | 2% | · | 3%
COc1ccc(NS(=O)(=O)c2cccc(NC(=O)NC3CCCCC3)c2)cc1 | 10 | · | · | -7%
COc1ccc(C(=O)Nc2sc(C)c(-c3ccccc3)c2C#N)cc1OC | ? | -13% | 3 | -8%
COc1cccc(-c2noc(C3CCCN(S(=O)(=O)c4cccc(Cl)c4C)C3)n2)c1 (configuration not stated) | -18 | 2% | 11 | -13%
NC(=O)c1oc2ccccc2c1NC(=O)c1ccc(F)cc1 | -17 | -2% | -12 | -4%
CCCCn1c(SCC(=O)c2ccc(OC)c(OC)c2)nc2cc(S(N)(=O)=O)ccc21 | ? | 4% | -7 | 1%
CN(C)CCSc1nnc2sc3ccccc3n12 | 26 | -1% | 12 | -4%
CCN(CC)c1ccc(N=Nc2nn(C)c(C)c2[N+](=O)[O-])cc1 | 29 | · | · | -3%
CCn1c(O)c(C=NCc2cccs2)c(=O)n(CC)c1=S | 36 | 3% | -5 | 3%
O=C(NCc1n[nH]c(=S)n1-c1cccc(Cl)c1)c1ccc(S(=O)(=O)N2CCCC2)cc1 | -29 | 2% | 3 | -5%
CCc1ccc(C(=O)CSC2=C(C#N)C(c3ccco3)C(C(C)=O)=C(C)N2)cc1 (configuration not stated) | 34 | -28% | 3 | -22%
CCc1nnc(NC(=O)c2cccc(S(=O)(=O)N(C)c3ccccc3)c2)s1 | 21 | -19% | 0 | -1%
CC(C)NC(=O)N1CC2(CCN(C(=O)c3ccco3)CC2)C1 | · | 2% | · | 3%
CCC(=O)N(C)C(c1ccccc1Cl)c1nnnn1-c1c(C)cccc1C (configuration not stated) | ? | -6% | -3 | -2%
COc1ccc(N2CCN(CC(O)c3c[nH]c4ccc(OC)cc34)CC2C)cc1 (configuration not stated) | 66 | 41%[activator] | 9 | -6%
N#Cc1c(NC(=O)CSc2n[nH]c(N)n2)oc(-c2ccccc2)c1-c1ccccc1 | 40 | 21% | 3 | 4%
Cc1ccc2c(Cl)c(C(=O)NCc3cccnc3)sc2c1 | 7 | 22% | 1 | -6%

Overlap with the part before: 2 compounds, then new ones.
SMILES | PNC inhibitor | ALOX15B inhib | IMPase cell inh | 12-hLO inh
N#Cc1c(NC(=O)CSc2n[nH]c(N)n2)oc(-c2ccccc2)c1-c1ccccc1 | 40 | 21% | 3 | 4%
Cc1ccc2c(Cl)c(C(=O)NCc3cccnc3)sc2c1 | 7 | 22% | 1 | -6%
COc1ccc(CC(=O)NNC(=O)CSc2nnc(C)n2-c2ccccc2)cc1 | 34 | · | · | -2%
Cc1ccccc1C(=O)Nc1ccccc1-n1cccc1 | ? | -6% | -5 | -3%
Cc1ccc(-c2noc(CCC(=O)Nc3ccccc3N3CCN(C)CC3)n2)cc1 | ? | 1% | -4 | -2%
COc1ccc(OC)c(/C=N\NC(=O)c2ccc(=O)n(C)c2)c1 | -17 | · | 1 | -4%
O=C(Nc1ccc(Oc2ccccc2)cc1)c1cnc2n(c1=O)CCS2 | 21 | -10% | 15 | 2%
CCOc1ccc2nc(SCC(=O)Nc3ncccn3)[nH]c2c1 | 26 | 3% | 6 | 5%
O=C(NNc1cccc(Cl)n1)Nc1ccc(Cl)cc1 | -11 | -28% | -2 | -2%
COc1ccc(C(=O)N2CCN(Cc3cc(OC)c(O)c(OC)c3)CC2)cc1OC | -87* | -12% | 12 | -24%
O=C(c1cccc(S(=O)(=O)N2CCCC2)c1)c1cccc(S(=O)(=O)N2CCCC2)c1 | -14 | 0% | 11 | -1%
Cn1c(=O)c2c(nc(CN3CCN(Cc4ccccc4)CC3)n2Cc2ccccc2)n(C)c1=O | -22 | 6% | 4 | -3%
CCC(C)c1ccc(O)c(NC(=O)c2cncc(Br)c2)c1 (configuration not stated) | -9 | -3%[11.4 µM] | -13[1.84 µM] | -5%
O=C(NCCN1CCOCC1)C1CCC(=O)N1C1CCCCC1 (configuration not stated) | 17 | 1% | 7 | 5%
COC(=O)c1ccc(CN(C)S(=O)(=O)c2ccc(C)cc2)o1 | 6 | -4% | -7 | -1%
COc1ccccc1N1CCN(C(CNC(=O)C2CCCCC2)c2cccnc2)CC1 (configuration not stated) | ? | 7% | 14 | 7%
Cc1ccc(CCP(=O)(O)CN2CCOCC2)cn1 | -26 | 4% | 2 | 2%
Cc1ccc(NC(=S)c2nc3ccccc3s2)cc1 | 19 | -11% | 2 | -1%
COc1ccc(C(=O)N(c2ccccc2)C2C=CS(=O)(=O)C2)cc1 (configuration not stated) | 17 | -11%[11.4 µM] | -7[1.84 µM] | 0%
CCCCCCSC1=C(C#N)C(=O)NC2(CCCCC2)S1 | ? | · | 6 | -16%
CC1(C)OC(=O)N(CCc2ccccc2)C1(C)O (configuration not stated) | -21 | -4% | -3 | -5%
Cn1c(=O)c(C(=O)NCCO)c(O)c2ccccc21 | 2 | -1% | -1 | -21%
C=C(C)c1cccc(C(C)(C)NC(=O)Nc2cc(C)ccc2OC)c1 | 17 | -5% | 4 | 3%
COc1ccc(CCNC(=O)Cn2cccc2C(=O)c2ccccc2C)cc1OC | 0 | · | -14 | -3%
CCOc1ccc(N=C2NC(=O)S/C2=C\c2ccc(Cl)cc2)cc1 | -28 | -29% | 5 | -9%
N=c1c2c3c(sc2ncn1CCN1CCOCC1)CCCC3 | 8 | 7% | -4 | 2%
COC(=O)C1(C(F)(F)F)N=C2Sc3ccccc3N2C(N2CCOCC2)=N1 (configuration not stated) | ? | -4% | -2 | 4%
CCCCCC(=O)NC(=S)Nc1ccc(Br)cc1C | -8 | · | · | 1%
C#CCOCCOCCOCCNc1nc(N2CCOCC2)nc(N2CCN(C(=O)[C@H]([C@@H](C)CC)n3cc(CCCN=C(N)N)nn3)CC2)n1 | 57 | · | · | 3%
COc1ccc(-n2c(Cc3cccn3C)nnc2SCC(=O)Nc2cccc(NC(C)=O)c2)cc1 | -5 | -9% | -16 | -6%
COC(=O)c1cccc(NC(=O)C2COc3ccccc3O2)c1 (configuration not stated) | 8 | -3% | 7 | 6%
CCN1C(=O)/C(=C\c2ccco2)C(C(=O)OC)=C1C | -1 | ? | 7 | -17%
CCCN(CCC)CC(=O)NCC1(c2ccccc2)CCOCC1 | 253 | · | -7 | 2%
Cc1ccc(S(=O)(=O)Cn2nnnc2C(C(C)C)N2CCSCC2)cc1 (configuration not stated) | 11 | 0% | 0 | -8%
CC(Cc1ccccc1)N/C=C1\CC(=O)NC1=O (configuration not stated) | -28 | -1% | 10 | 0%
N#C/C(=C\c1cn(CCOc2ccccc2F)c2ccccc12)C(=O)NCc1cccs1 | ? | · | · | 0%
Cc1cc(Br)ccc1OCC(=O)N(Cc1nc(-c2ccccc2)no1)C(C)C | -10 | -1% | 19 | -6%
Cc1ccc(OC(=O)c2oc3ccc(F)cc3c2C)c(C)c1 | ? | -10% | 4 | 2%
CCC1CCCCN1CC(=O)Nc1cc(C)nn1-c1nc(C)cc(C)n1 (configuration not stated) | ? | 37%[activator] | -3 | 4%
COC(=O)[C@@]1(Cc2ccc(OC)cc2)[C@H]2c3cc(C(=O)N4CCCC4)n(Cc4c(CO)[nH]cc(C)c4=O)c3C[C@H]2CN1C(=O)c1ccccc1 | · | 1% | · | -5%
CSCCC(NC(=O)COc1ccccc1)C(=O)Nc1ccc(C)cc1 (configuration not stated) | 62 | · | · | 2%
CCCSC(=S)NC1CCS(=O)(=O)C1 (configuration not stated) | -6 | -2% | -10 | -1%
CC(CNC(=O)C(C)(C)C)NC(=O)C(C)(C)C (configuration not stated) | -11 | · | · | -1%
CS(=O)(=O)c1sc2nc(-c3cccs3)cc(-c3ccccc3)c2c1N | -27 | ? | ? | -26%
COc1ccc2oc(=O)c(/C(C)=N/Nc3nc(-c4cc(C)ccc4C)cs3)cc2c1 | -22 | · | · | 1%
O=C(NCc1cccnc1)c1ccc(S(=O)(=O)N2CCOCC2)cc1 | ? | -9% | -1 | -4%
CCC(C)NC(=O)CC1Oc2ccc(Cl)cc2NC1=O (configuration not stated) | 43 | 1% | 4 | -8%
C/C(=C\c1ccccc1)C(=O)Nc1cc(C)on1 | -17 | -4% | -6 | 1%
CC(C)(C)c1csc(N(CCC#N)CCC#N)n1 | -10 | 4% | 1 | 1%
Cc1cccc(NC(=O)c2sc(NC(=O)COc3ccccc3)c(C#N)c2C)c1C | 24 | · | · | 3%
O=C(COc1ccccc1O)NNc1ccccc1 | 45 | · | · | -2%
O=C(NCc1ccc(F)cc1)C1CCCN(C(=O)Nc2ccccc2)C1 (configuration not stated) | 4 | -3% | 4 | 3%
Further structures.
SMILES | PNC inhibitor | ALOX15B inhib | IMPase cell inh | 12-hLO inh
CC(=O)Nc1cc(-c2nn3c(C)nnc3s2)ccc1C | -16 | -5% | 0 | 5%
CCCCCCNC(=O)Cc1c(O)c2ccccc2[nH]c1=O | ? | 1% | -3 | -8%
O=C(CN(CCc1ccccc1)S(=O)(=O)c1ccc(Cl)cc1)N/N=C/c1ccc2c(c1)OCO2 | 98 | · | -1 | 0%
CCOc1ccccc1C1C(C#N)=C(N)Oc2cc(C)n(C)c(=O)c21 (configuration not stated) | -2 | 3% | -2 | 2%
COc1ccc(CNC(=O)COC(=O)CCCOc2ccc(Cl)cc2Cl)cc1 | -9 | · | -6 | 0%
Cc1cc(C)n(-c2nc(NCC(C)O)c3c4c(sc3n2)CCCC4)n1 (configuration not stated) | -19 | 15% | -2 | 16%

Structures from the list above containing a halogen, in the order listed:
SMILES | PNC inhibitor | ALOX15B inhib | IMPase cell inh | 12-hLO inh
COc1cccc(-c2noc(C3CCCN(S(=O)(=O)c4cccc(Cl)c4C)C3)n2)c1 (configuration not stated) | -18 | 2% | 11 | -13%
NC(=O)c1oc2ccccc2c1NC(=O)c1ccc(F)cc1 | -17 | -2% | -12 | -4%
O=C(NCc1n[nH]c(=S)n1-c1cccc(Cl)c1)c1ccc(S(=O)(=O)N2CCCC2)cc1 | -29 | 2% | 3 | -5%
CCC(=O)N(C)C(c1ccccc1Cl)c1nnnn1-c1c(C)cccc1C (configuration not stated) | ? | -6% | -3 | -2%
Cc1ccc2c(Cl)c(C(=O)NCc3cccnc3)sc2c1 | 7 | 22% | 1 | -6%
O=C(NNc1cccc(Cl)n1)Nc1ccc(Cl)cc1 | -11 | -28% | -2 | -2%
CCC(C)c1ccc(O)c(NC(=O)c2cncc(Br)c2)c1 (configuration not stated) | -9 | -3%[11.4 µM] | -13[1.84 µM] | -5%
CCOc1ccc(N=C2NC(=O)S/C2=C\c2ccc(Cl)cc2)cc1 | -28 | -29% | 5 | -9%
COC(=O)C1(C(F)(F)F)N=C2Sc3ccccc3N2C(N2CCOCC2)=N1 (configuration not stated) | ? | -4% | -2 | 4%
CCCCCC(=O)NC(=S)Nc1ccc(Br)cc1C | -8 | · | · | 1%
N#C/C(=C\c1cn(CCOc2ccccc2F)c2ccccc12)C(=O)NCc1cccs1 | ? | · | · | 0%
Cc1cc(Br)ccc1OCC(=O)N(Cc1nc(-c2ccccc2)no1)C(C)C | -10 | -1% | 19 | -6%
Cc1ccc(OC(=O)c2oc3ccc(F)cc3c2C)c(C)c1 | ? | -10% | 4 | 2%
CCC(C)NC(=O)CC1Oc2ccc(Cl)cc2NC1=O (configuration not stated) | 43 | 1% | 4 | -8%
O=C(NCc1ccc(F)cc1)C1CCCN(C(=O)Nc2ccccc2)C1 (configuration not stated) | 4 | -3% | 4 | 3%
O=C(CN(CCc1ccccc1)S(=O)(=O)c1ccc(Cl)cc1)N/N=C/c1ccc2c(c1)OCO2 | 98 | · | -1 | 0%
COc1ccc(CNC(=O)COC(=O)CCCOc2ccc(Cl)cc2Cl)cc1 | -9 | · | -6 | 0%
